HT1080 IDH1KD tx – toxicity to HT-1080 IDH1 knockdown cells (counter line). HT-1080 IDH1 knockdown viability, ATP luminescence, 48 h. Potency, µM (titrated, usually from 46.1 µM), for the others: at the top dose activity, negative = toxicity, actives largely listed as cytotoxic. 360,000 compounds, 2% hits. AID 686971;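 further: 0% = DMSO wells and -100% = cell-free medium wells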
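In this qHTS, HT-1080 cells depleted of IDH1 are exposed for 48 h at 37 °C to compound titrations. Toxicity is scored from CellTiter-Glo luminescence, with DMSO as full viability and medium alone as none.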
GLP1R ag – GLP-1 receptor (human) agonism; P43220; HEK293 GLP-1R CRE-luciferase, luminescence, 4-6 h; cells express a hypersensitive GLP-1R form; Potency, µM (titrated, usually from 45.6 µM), inactives show top-dose activation, actives largely listed as activators; 380,000 compounds, 0.007% hits; further: % of control where 0% means no effect
Target sequence (P43220 whole entry, looked up): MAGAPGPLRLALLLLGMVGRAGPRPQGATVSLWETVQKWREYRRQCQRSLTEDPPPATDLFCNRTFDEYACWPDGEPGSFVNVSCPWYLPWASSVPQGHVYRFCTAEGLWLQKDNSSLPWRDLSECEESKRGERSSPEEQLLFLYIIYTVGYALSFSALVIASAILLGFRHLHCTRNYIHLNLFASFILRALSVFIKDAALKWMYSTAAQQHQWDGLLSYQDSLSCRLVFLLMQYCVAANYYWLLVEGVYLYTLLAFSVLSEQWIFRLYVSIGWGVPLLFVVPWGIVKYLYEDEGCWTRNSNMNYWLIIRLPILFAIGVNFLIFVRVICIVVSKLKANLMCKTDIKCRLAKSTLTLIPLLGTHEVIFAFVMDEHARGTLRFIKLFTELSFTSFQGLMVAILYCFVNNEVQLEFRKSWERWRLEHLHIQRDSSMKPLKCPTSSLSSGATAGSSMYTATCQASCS
GLP1R inv ag – GLP-1 receptor (human) inverse agonism | AID 624417 | HEK293 GLP-1R CRE-luciferase, luminescence, 24 h; GLP-1R form is constitutively active | P43220 | 410,000 compounds, 1.6% hits | Potency, µM (highest dose often 38.3 µM), inactives show at the highest dose activity change, negative = inhibition, most hits filed as inhibitors; further: on the % scale 0 is the no-effect control and ±100 the full control effect; nearly all actives have a fitted effect of over 55% in size
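Seeding at 200 cells/uL, 12 h culture, 24 hr compound treatment, then luciferase reagent and a luminescence read; cells are HEK293 stably expressing a constitutively active GLP-1R plus cAMP-responsive luciferase.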
HT1080NT lethal – kills 2HG-producing HT-1080-NT fibrosarcoma cells. HT-1080-NT fibrosarcoma viability, CellTiter-Glo ATP luminescence, 48 h. Potency, µM (highest dose often 46.1 µM), inactives show at the top dose activity, negative = less viability, most hits filed as cytotoxic. 360,000 compounds, 1.6% hits;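 further: NT is the 2HG producing partner of a matched IDH1 knockdown line; 0% = DMSO-treated cells and -100% = media-only wells without cells; nearly all actives have a fitted effect of over 55% in size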
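Fibrosarcoma NT cells, 750 per well in 5% FBS RPMI, were exposed to compound for 48 hours. Viability: CellTiter-Glo luminescence.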
GLP1R cytotox – cytotoxicity counter-screen for GLP-1 receptor inverse agonists. HEK293 cAMP-luciferase reporter cells, luminescence, 24 h. AID 624418. 410,000 compounds, 0.13% hits. Potency, µM (top dose mostly 38.3 µM), without a hit: at the top dose activity change, negative = inhibition, actives largely listed as inhibitors;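 further: loss of luciferase light is scored as toxicity; on the % scale 0 is the no-effect control and ±100 the full control effect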
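Luminescence readout: signal drop marks cytotoxicity. Plated cells grew 12 h at 37 °C, 5% CO2, received 23 nL compound for 24 h, then got luciferase reagent, read after 12 min at RT.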
TDP-43 yeast inh – rescues yeast growth from TDP-43 toxicity. 410,000 compounds, 1.8% hits. Potency, µM (titrated, usually from 46.1 µM), inactives show at the top dose growth rescue (activation), actives largely listed as activators. TDP-43 expressing yeast growth rescue, BacTiter-Glo, 24 h. AID 652104; further: % of control where 0% means no effect; nearly all actives have a fitted effect of over 50% in size
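In this qHTS, compounds that restore growth of yeast expressing TDP-43 appear as activators. Cells (OD600=0.02, galactose medium, raffinose-pregrown) are incubated with compound 24 hr at 30 deg C and growth is quantified by BacTiter-Glo.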
SW480 rereplic – DNA re-replication induction in SW480 cells; 340,000 compounds, 1.8% hits; Potency, µM (series often up to 46.1 µM), inactives show at the highest dose re-replication activation, most hits filed as activators; SW480 DNA re-replication, Hoechst DNA content imaging, 48 h; further: % of control where 0% means no effect; nearly all actives have a fitted effect of over 55% in size
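First, 250 cells per well were seeded. Next, compound or vehicle (23 nL) was pinned in, plates sat 48 hr at 37 C. Finally Hoechst was added for 40 min before fluorescence scanning.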
KB-3-1 tox – kills parental KB-3-1 adenocarcinoma cells | KB-3-1 viability, CellTiter-Glo ATP luminescence, 72 h | Potency, µM (highest dose often 46.1 µM), inactives show at the highest dose activity change, negative = cytotoxic, usual class: cytotoxic | 400,000 compounds, 1.4% hits; further: on the % scale 0 is the no-effect control and ±100 the full control effect; nearly all actives have a fitted effect of over 60% in size
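KB-3-1 cells, DMEM (no phenol red) + 10% FBS; compound by pin transfer, 72 h, 37 °C. Readout: CellTiter-Glo luminescence after 10 min. Data normalized, curve-fitted.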
KB-V1 MDR tox – kills drug-selected multidrug resistant KB-V1 cells; KB-V1 MDR cells viability, CellTiter-Glo, 72 h; Potency, µM (titrated, usually from 46.1 µM), inactives show top-dose activity change, negative = cytotoxicity, usual class: cytotoxic; 400,000 compounds, 3.4% hits; AID 1347076; further: on the % scale 0 is the no-effect control and ±100 the full control effect; nearly all actives have a fitted effect of over 60% in size
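Luminescent ATP read-out (CellTiter-Glo, 10 min) measures survival of drug-selected KB-V1 MDR cells after 72 h, 37 degrees C compound exposure. Medium: phenol-red-free DMEM, 10% FBS. Values from fitted concentration-response curves.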
An asterisk follows results filed as active; ? = inconclusive; . = no result given; [ ] = another dose, or the depositor's remark. The call rests on the fitted dose curve; in most records, active means well fitted curve in the direction sought with a large enough effect; inconclusive means small, poorly fitted or top-dose-only effect, or another doubt; inactive means no such curve, though single readings can be large; an effect the other way counts as inactive or inconclusive. Potency means the concentration at half of the fitted maximal effect.

SMILES | HT1080 IDH1KD tx | GLP1R ag | GLP1R inv ag | HT1080NT lethal | GLP1R cytotox | TDP-43 yeast inh | SW480 rereplic | KB-3-1 tox | KB-V1 MDR tox
CCOc1cc2[nH]c(=O)n(CCCCC(=O)N3CCN(c4ccc(OC)cc4)CC3)c(=O)c2cc1OCC | . | . | 3% | . | 0% | 1%[9.22 µM] | . | 1% | 0%
O=C(Nc1ccc2c(c1)OCO2)c1cc(C2CC2)on1 | 8.2µM* | 4% | ? | ? | 7% | 0% | -1% | ? | -6%
CCc1ccc(NC(=O)CSc2nnc(-c3cnccn3)n2Cc2ccco2)cc1 | 3% | 0% | -10% | -1% | -4% | 3% | -3% | -2% | ?
c1ccc(COc2ccc(OCCCCN3CCCC3)cc2)cc1 | -15% | -7% | 11µM* | -1% | -18% | -6% | 3% | -4% | ?
O=C(CCc1ccc(S(=O)(=O)NC2CCCCC2)cc1)NCc1cccnc1 | -1% | 7% | -1% | -11% | 9% | -11% | -4% | -8% | -15%
COc1ccc(CCN2C(=O)CC(N3CCN(C/C=C/c4ccccc4)CC3)C2=O)cc1OC (stereo not given) | -25% | 7% | -10% | -20% | -18% | 7% | -12% | -17% | ?
CCOc1ccc(C(=O)NC2CC3CCCC(C2)N3CC(C)C)cc1 (stereo not given) | 2% | 13% | -2% | 3% | -18% | 23% | -571%[1.84 µM] | 3% | ?
COc1ccc(C(=O)Nc2nnc(SCC(=O)NCc3ccco3)s2)cc1OC | 2% | -8% | 11% | -2% | -2% | 4% | 1% | 12% | 39%
COCc1ccc(CN2CCc3c([nH]c4ccccc34)C2CC(C)C)o1 (stereo not given) | ? | 5% | ? | ? | -14% | 5% | -14% | -17% | -25%
COc1ccc(CNC(=O)CN(c2ccc(C)cc2)S(=O)(=O)c2c(C)n[nH]c2C)cc1 | . | 3% | -9% | . | -9% | 19% | . | 8% | 18%
CCCOc1ccc(S(=O)(=O)NCCCN2CCOCC2)c2ccccc12 | -15% | 6% | ? | -22% | -28% | -4% | 5% | -13% | -13%
COc1cc(NC(=O)Cc2ccc(Cl)cc2)ccc1NC(=O)c1ccco1 | 0% | 4% | ? | 12% | ? | -1% | -1% | 4% | -9%
O=C1c2ccccc2C(Nc2ccc(F)cc2F)N1CCN1CCOCC1 (stereo not given) | -2% | -5% | -20% | -8% | -2% | 21% | -4% | -7% | -4%
O=C(NC(NNc1ccc([N+](=O)[O-])cc1)(C(F)(F)F)C(F)(F)F)c1ccc(Cl)cc1 | ? | -10% | ? | -16% | ? | 0% | 4% | 0% | 0%
O=S(=O)(NCC1CCCO1)c1ccc(S(=O)(=O)N2CCc3ccccc3C2)cc1 (stereo not given) | 4% | -3% | 3% | 5% | 8% | -11% | 9% | 6% | -18%
C/C(CCC1CC(C)OC1=O)=N/Nc1nc(-c2ccccc2)cs1 (stereo not given) | ? | 10% | ? | ? | -9% | ? | 7% | -6% | -3%
COC(=O)CCC(NC(=O)c1cc(-c2ccc3c(c2)OCCO3)oc1C)C(=O)OC (stereo not given) | 10% | 0% | -1% | 8% | -2% | 6% | 0% | 0% | 1%
Cc1ccsc1/C=N/NC(=O)CO | 7% | -2% | 17% | -3% | 1% | 1% | -6% | -1% | 9%
COc1ccc(CSC2=C(C#N)C(=O)NC3(CCCCC3)S2)cc1 | -22% | -4% | 2% | 6% | -18% | 17% | . | 19% | 6%
O=C(Nc1nnc(CCc2ccccc2)s1)c1ccco1 | 7% | 1% | 6% | -1% | 2% | -5% | -8% | -2% | 1%
O=c1cc(-c2ccccc2)nc2c(-c3ccccc3)c(C(F)(F)F)[nH]n12 | ? | 3% | ? | ? | 0% | 0% | ? | -9% | ?
O=C(CSc1ccccc1C(=O)O)c1ccc([N+](=O)[O-])cc1 | -5% | -5% | 6% | 1% | 3% | -21% | -1% | -1% | -11%
C[C@@H]1CCCCO[C@H](CN(C)C(=O)Cc2ccccc2)[C@@H](C)CN([C@H](C)CO)C(=O)c2cc(N(C)C)ccc2O1 | 3% | 0% | 9% | 3% | 12% | 10% | . | 6% | -22%
CC(C)c1ccc2oc(=O)cc(CN3CCN(c4ccc(F)cc4)CC3)c2c1 | -12% | -11% | ? | -16% | 79%[activator] | 14µM* | -4% | -22% | -2%
CCCNC(=O)c1ccc(N(Cc2ccccc2)S(C)(=O)=O)cc1 | 13% | 22% | 0% | 17% | 2% | -15% | -2% | ? | 2%
O=C(CNC(=O)c1ccc(F)cc1)N/N=C/c1cn[nH]c1-c1ccccc1 | 14% | 3% | -8% | 18% | -6% | 10% | 1% | 17% | -1%
Cn1cc(SCC(=O)N2CCN(c3ccccc3)CC2)c2ccccc21 | 0% | -3% | ? | -10% | -9% | ? | -1% | 10% | -4%
CC(C)CNC(=O)[C@H](Cc1ccccc1)NC(=O)c1ccco1 | 9% | 0% | 0% | 17% | 3% | 1% | 13% | -1% | -12%
CN1C(=O)c2ccccc2Sc2ccc(NC(=O)NCc3cccc(Cl)c3)cc21 | . | . | ? | . | -26% | 4% | . | -9% | -16%
CCCCCCCC(=O)Nc1cc(C(=O)NCCC)ccc1N1CCC2(CC1)CC(c1ccccc1)=NO2 | 6% | 9% | -11% | 2% | -3% | 17% | -5% | -5% | 3%
CCc1ccc2oc(=O)cc(CN3CCN(CCO)CC3)c2c1 | 2% | ? | 10% | 1% | -17% | 15% | 1% | 24% | -7%
Oc1ccccc1C=NN1CCCCCC1 | 4% | -4% | 11% | 6% | -5% | 28% | -5% | -1% | 26%
COc1ccccc1NC(=O)Nc1cccnc1 | 25% | -1% | 1% | 19% | 6% | -18% | -1% | -1% | -5%
O=C(Cn1c(=O)n(-c2ccc(F)cc2)c(=O)c2sc3ccccc3c21)NC1CCCC1 | . | 1% | 0% | . | -1% | 4% | . | 11% | 3%
CCCn1c(N)c(C(=O)CSc2ncc(C(F)(F)F)cc2Cl)c(=O)[nH]c1=O | -1% | 7% | 2% | -16% | 5% | 16% | 22% | -26% | ?
OCCCn1c(CCNc2nc(-c3ccc(F)cc3)cs2)nc2cc(C(F)(F)F)ccc21 | -10% | -4% | ? | -15% | ? | -24% | -12% | 5% | -4%
Cc1ccc(N2CC(O)Cn3c2nc2c3c(=O)n(C)c(=O)n2C)cc1 (stereo not given) | -3% | 0% | 5% | 1% | 7% | 7% | -6% | 13% | 0%
CCCNC(=O)Nc1ccc(C)cc1C | -5% | -6% | 0% | -6% | 2% | -4% | 8% | -2% | -13%
CN1CCN(c2ncnc3c2ncn3[C@H]2CN(Cc3cccs3)C[C@@H](CO)O2)CC1 | ? | 10% | -19% | 2% | -4% | 0% | . | 0% | 23%
COc1ccc(-c2cnc(SCCNC(=O)c3ccc4c(c3)OCO4)[nH]2)cc1 | 0% | 14% | -17% | 3% | 15% | 22% | -3% | 10% | -9%
Cc1ccc(C(=O)N/C(=C\c2ccccc2)C(=O)NCc2ccncc2)cc1 | 2% | 12% | 42%[activator] | ? | 1% | -10% | 16% | -5% | 19%
COC(=O)c1ccccc1NC(=O)CSc1nc(NC(=O)c2ccccc2)c2c(C)c(C)oc2n1 | 11% | -2% | 0% | 12% | 21% | 0% | ? | -27% | 0%
CCCCOC(=O)CSCC(=O)Nc1cc(C)on1 | -1% | -11% | 0% | 9% | -24% | -14% | -30% | -5% | 1%
O=C(O)C1CCN(C(=O)c2ccc3c(c2)OCO3)CC1 | 12% | -2% | 11% | 1% | 1% | -7% | -3% | -5% | 0%
CCCCc1ccc(NC(=O)CC(C)C)cc1 | -13% | 13% | ? | -1% | 3% | 11µM* | 5% | 16% | -2%

8 entries out of the list, ordered by length of the SMILES, high to low.
SMILES | HT1080 IDH1KD tx | GLP1R ag | GLP1R inv ag | HT1080NT lethal | GLP1R cytotox | TDP-43 yeast inh | SW480 rereplic | KB-3-1 tox | KB-V1 MDR tox
COC(=O)c1ccccc1NC(=O)CSc1nc(NC(=O)c2ccccc2)c2c(C)c(C)oc2n1 | 11% | -2% | 0% | 12% | 21% | 0% | ? | -27% | 0%
OCCCn1c(CCNc2nc(-c3ccc(F)cc3)cs2)nc2cc(C(F)(F)F)ccc21 | -10% | -4% | ? | -15% | ? | -24% | -12% | 5% | -4%
CCCn1c(N)c(C(=O)CSc2ncc(C(F)(F)F)cc2Cl)c(=O)[nH]c1=O | -1% | 7% | 2% | -16% | 5% | 16% | 22% | -26% | ?
COc1ccc(-c2cnc(SCCNC(=O)c3ccc4c(c3)OCO4)[nH]2)cc1 | 0% | 14% | -17% | 3% | 15% | 22% | -3% | 10% | -9%
Cc1ccc(N2CC(O)Cn3c2nc2c3c(=O)n(C)c(=O)n2C)cc1 (stereo not given) | -3% | 0% | 5% | 1% | 7% | 7% | -6% | 13% | 0%
O=C(O)C1CCN(C(=O)c2ccc3c(c2)OCO3)CC1 | 12% | -2% | 11% | 1% | 1% | -7% | -3% | -5% | 0%
CCCCc1ccc(NC(=O)CC(C)C)cc1 | -13% | 13% | ? | -1% | 3% | 11µM* | 5% | 16% | -2%
CCCNC(=O)Nc1ccc(C)cc1C | -5% | -6% | 0% | -6% | 2% | -4% | 8% | -2% | -13%

Compound activity deposited in PubChem by National Center for Advancing Translational Sciences (NCATS).
